A3G deaminase: blocks human APOBEC3G single-stranded DNA deamination | Q9HC16 | 330,000 compounds, 0.28% hits | inhibition, % at 20 µM | recombinant A3G, ssDNA deamination FAM/TAMRA fluorescence | AID 493012;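 active means inhibition of at least 40% at 20 µM, with no more than 30% in the related APOBEC3A deaminase screen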;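 further: plate controls were DMSO wells with A3G for no effect and wells lacking A3G enzyme for full effect; some compounds called inactive have numbers as strong as hits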
NR3A LBD binder: NR3A (human) ligand-binding domain modulation. NR3A LBD differential scanning fluorimetry, Tm shift; 0% = protein alone, 100% = glycine-bound protein. Tm shift relative to glycine control, % at 25 µM. 340,000 compounds, 2.5% hits;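 active means melting temperature shift of at least 10% of the positive control shift, at one fixed dose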
EBI2 antag: blocks human EBI2 receptor beta-arrestin signaling; EBI2 beta-arrestin recruitment, luminescence, 7a,25-OHC stimulated; 360,000 compounds, 0.81% hits; inhibition, % at 5 µM; P32249; in the data active means inhibition above about 38%;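 further: enzyme fragment complementation signal reports receptor beta-arrestin coupling in cells; 0% = agonist plus DMSO wells and 100% = wells without agonist; some results beyond the cut were filed as inactive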
Gli-Sufu antag: Gli-Sufu pathway antagonism. 340,000 compounds, 0.74% hits. Sufu-KO-LIGHT fibroblasts, Gli luciferase reporter luminescence. inhibition, % at 5 µM. AID 588413;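 active means inhibition above about 55%, limit read from the data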;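 further: 0% = DMSO-treated cells and 100% = wells with medium but no cells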
CCR6 antag: blocks CCL20-driven beta-arrestin recruitment at human CCR6 | P51684 | inhibition, % at 20 µM | CHO-K1 CCR6 PathHunter beta-arrestin, luminescence, CCL20-stimulated | 340,000 compounds, 0.49% hits | AID 493098;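 active means compounds whose inhibition of the agonist-driven luminescence signal at 20 µM reaches about 50%, limit read from the data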;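 further: cells stimulated with CCL20 at 14 nM final; plate controls were DMSO with CCL20 for no effect and DMSO without agonist for full effect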
Target sequence (P51684 whole entry, looked up): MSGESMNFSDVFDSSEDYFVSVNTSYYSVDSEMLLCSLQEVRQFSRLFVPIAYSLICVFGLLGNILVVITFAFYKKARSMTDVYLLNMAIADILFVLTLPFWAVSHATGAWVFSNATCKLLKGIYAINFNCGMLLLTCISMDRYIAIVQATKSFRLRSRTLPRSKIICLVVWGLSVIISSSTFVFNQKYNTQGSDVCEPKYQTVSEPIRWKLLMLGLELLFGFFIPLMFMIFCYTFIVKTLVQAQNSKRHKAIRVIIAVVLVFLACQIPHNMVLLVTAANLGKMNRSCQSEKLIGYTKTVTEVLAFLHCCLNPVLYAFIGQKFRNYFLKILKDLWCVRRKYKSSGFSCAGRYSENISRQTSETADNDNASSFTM
APOBEC3A inh: blocks human APOBEC3A ssDNA deamination; P31941; recombinant A3A, FAM/TAMRA ssDNA deamination fluorescence; inhibition, % at 20 µM; 330,000 compounds, 0.41% hits; AID 493011;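 active means at least 40% inhibition at 20 µM here, with at most 30% in a related deaminase screen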;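 further: plate controls were A3A with DMSO for no effect and wells lacking A3A enzyme for full effect; some results filed as inactive read as strong as hits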
Target sequence (P31941 whole entry, looked up): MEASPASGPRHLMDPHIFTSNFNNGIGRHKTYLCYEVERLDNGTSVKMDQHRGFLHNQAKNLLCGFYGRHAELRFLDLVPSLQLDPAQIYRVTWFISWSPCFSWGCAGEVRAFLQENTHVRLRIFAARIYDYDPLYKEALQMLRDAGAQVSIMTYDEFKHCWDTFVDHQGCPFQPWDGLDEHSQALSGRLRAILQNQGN
CXCR6 block: inhibitors of human CXCR6 receptor | O00574 | 360,000 compounds, 0.36% hits | CHO-K1 PathHunter CXCR6 beta-arrestin, luminescence | AID 602244 | inhibition, % at 20 µM; in the data active means inhibition above about 34%, passing the limit was not always enough;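 further: antagonist mode with CXCL16 agonist at 10 nM final; 0% = 10 nM CXCL16 with DMSO and 100% = unstimulated wells without agonist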
Target sequence (O00574 whole entry, looked up): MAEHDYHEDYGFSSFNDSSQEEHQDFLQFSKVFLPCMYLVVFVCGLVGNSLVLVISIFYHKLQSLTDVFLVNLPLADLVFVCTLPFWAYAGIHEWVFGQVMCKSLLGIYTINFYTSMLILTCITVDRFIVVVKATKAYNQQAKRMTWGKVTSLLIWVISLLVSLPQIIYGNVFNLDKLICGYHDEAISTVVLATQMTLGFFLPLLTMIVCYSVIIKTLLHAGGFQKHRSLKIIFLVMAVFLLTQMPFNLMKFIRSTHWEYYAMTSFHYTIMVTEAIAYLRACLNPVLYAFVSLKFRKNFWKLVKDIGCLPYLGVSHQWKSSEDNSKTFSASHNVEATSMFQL
MPTP inh: blocks calcium-induced mitochondrial swelling; isolated mouse mitochondria, Ca2+ swelling absorbance, 30 min; inhibition, % at 10 µM; 360,000 compounds, 1.4% hits;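 active means inhibition of 50% or more, scaled per plate between neutral and stimulator controls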;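 further: 0% = DMSO wells given calcium and 100% = 1 mM EGTA wells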
Numbers without * were called inactive; / = not tested or not shown.

SMILES	A3G deaminase	NR3A LBD binder	EBI2 antag	Gli-Sufu antag	CCR6 antag	APOBEC3A inh	CXCR6 block	MPTP inh
O=C(CSc1ccccn1)Nc1nncs1	-5	-2	-13	-5	1	-3	-7	0.1
COC(=O)c1ccc(C(=O)OC)c(NC(=S)N2CCCC2)c1	0	0	-4	5	7	-5	-10	-1.0
CCOc1cc(/C=N/NC(=O)C(=O)N2CCCC2)ccc1O	0	-1	1	-9	-3	1	-2	5.8
CCCC(O)(c1ccc(Br)cc1)C(CN1CCOCC1)c1ccc(Cl)cc1 (centres undefined)	-3	-1	7	8	10	2	5	-0.7
CCS(=O)(=O)N1CCC(C(=O)Nc2cc([N+](=O)[O-])ccc2C)CC1	-2	2	7	-2	12	2	2	0.5
CN(C(=O)Nc1ccc(C(C)(C)C)cc1)C1CCCCC1	-3	1	-2	-24	-5	-1	-3	2.4
COc1cccc(-c2nc(CS(=O)(=O)CC(=O)N3CCc4ccccc43)c(C)o2)c1	-5	-1	-6	5	14	1	-3	-1.5
CC(C)C(NC(=O)OCc1ccccc1)C(=O)NCc1ccc(C(=O)O)cc1 (centres undefined)	-5	-6	-8	-7	0	-1	-6	23
Cc1cccc(NC(=O)/C(C#N)=C\c2cc(C)n(-c3ccc(C(=O)O)cc3)c2C)c1	-2	-2	-4	-6	14	1	-2	-0.2
CS(=O)(=O)N(CCc1ccccc1)CC(=O)NCC1CCCO1 (centres undefined)	-4	4	-7	-8	-10	-14	6	-0.7
Cc1nnc(SCC(=O)N2CCN(c3cccc(Cl)c3)CC2)n1C1CC1	-8	0	-6	7	8	-5	2	-3.2
COc1ccc(-c2csc(NC(=O)CSCC(=O)Nc3cc(C)on3)n2)cc1	-5	3	-9	-13	-5	-1	1	-0.2
COCCN1C(=O)c2oc3ccccc3c(=O)c2C1c1cccc(O)c1 (centres undefined)	9	0	-8	0	6	2	0	-2.7
CC1(C(=O)OCC(=O)N2c3ccccc3Sc3ccccc32)CC1(Cl)Cl (centres undefined)	-5	0	-2	-3	26	-1	5	2.6
Cc1ccc2c(Cl)cc(Cl)c(OCC(=O)NC(=O)NCc3ccco3)c2n1	5	3	23	6	15	8	1	1.2
Cc1ccc(NC(=O)C(C)OC(=O)/C=C/c2ccccc2)cc1S(=O)(=O)N1CCOCC1 (centres undefined)	-4	-3	5	-1	9	0	0	-1.6
CC(NC(=O)CCc1ccc(S(=O)(=O)NC2CCCCC2)cc1)c1ccccc1 (centres undefined)	-5	-2	-6	6	6	-4	-5	-0.5
Cc1cc(OCc2cc(C(=O)N(C)Cc3ccccn3)no2)cc(C)c1Cl	-5	-1	2	-48	12	-2	4	-0.1
COc1ccccc1CC(NC(C)=O)C(=O)NC1CCN(S(=O)(=O)c2ccc(NC(C)=O)cc2)CC1 (centres undefined)	0	-2	-19	27	-3	2	-14	-0.7
Cc1ccc(C(=O)Nn2cnnc2)cc1Cl	-9	0	4	-3	0	-2	-2	11
CC(=O)C(/C=N/c1cc(-c2ccc(C)cc2)nn1-c1ccccc1)=C(\C)O	-4	5	11	-86	5	-1	3	3.5
CCn1c(=S)ccc2ccc(OC)cc21	4	1	-2	1	9	0	-2	-2.8
COc1cccc(N2CCN(c3ccc4nnc(CCC(=O)Nc5ncccc5C)n4n3)CC2)c1	-4	-1	-3	-12	14	-2	0	-2.1
C=CCNC(=O)C1COc2ccccc2O1 (centres undefined)	5	1	-1	3	-1	1	-8	-0.8
Oc1ccc(N2Cc3ccccc3C2)cc1	9	-8	-5	-9	5	-2	-12	-1.2

Continuation.
SMILES	A3G deaminase	NR3A LBD binder	EBI2 antag	Gli-Sufu antag	CCR6 antag	APOBEC3A inh	CXCR6 block	MPTP inh
O=C(c1ccc(NS(=O)(=O)c2ccc(F)cc2)cc1)N1CCOCC1	-1	3	0	-7	3	-1	-4	-2.9
COc1ccc(NS(=O)(=O)c2ccc(Oc3ncccn3)cc2)cc1	-7	0	-13	-2	-14	-2	-2	6.8
CN1CCN(C(=O)c2ccccc2NC(=O)COc2ccccc2Cl)CC1	-3	-1	1	-6	7	-3	8	0.2
O=C(Cc1ncc(C(F)(F)F)cc1Cl)NCCc1ccccc1	-4	0	0	1	5	5	2	1.7
COc1ccc2[nH]c(=O)c(-c3noc(-c4ccc(F)cc4)n3)cc2c1	24	3	-12	-15	2	71*	-6	1.4
O=C(Nc1ccccc1N1CCN(C(=O)c2ccc(Cl)cc2)CC1)c1ccc([N+](=O)[O-])o1	-7	-4	-11	11	1	-4	-19	0.4
CCC(C)[C@H](N)c1cn([C@@H](Cc2ccc(O)cc2)C(=O)N2CCNCC2)nn1 (some centres undefined)	-10	0	0	-14	-3	-4	-10	0.5
CCCn1c2ccccc2c2cnn(CC(=O)NC3CCN(Cc4ccccc4)CC3)c(=O)c21	-6	-3	4	26	15	-1	7	-2.3
Cc1ccc(N(C(=O)Cn2nnc3ccccc32)C(C(=O)NC2CCCCC2)c2cn(C)nc2C)cc1 (centres undefined)	-4	1	-1	3	1	-2	2	2.1
CC(NC(=O)C1CCC(CNC(=O)[C@@H]2Cc3ccccc3CN2)CC1)c1ccccc1 (some centres undefined)	6	-3	6	9	-4	1	2	0.2
CCC1(c2ccccc2)NC(=O)N(CC(=O)N2CC(=O)Nc3ccccc32)C1=O (centres undefined)	-8	1	0	-7	8	0	-2	0.6
O=S(=O)(c1ccccc1F)N1CCN(c2nc(-c3cccnc3)nc3ccccc23)CC1	-7	-4	-12	-8	6	-2	3	-1.9
Cc1cnc(NC(=O)COc2ccccc2)s1	-7	-4	4	-77	7	-4	2	-0.9
O=C(c1ccc2c(c1)OCCO2)N1CCCCC1	-7	0	-16	5	0	1	2	3.5
Cc1ccccc1NC(=O)c1ccc(NS(=O)(=O)c2cc(C(C)(C)C)cc(C)c2C)cc1	-1	13*	-5	5	0	2	-1	1.2
Cc1ccc2oc(C(=O)N3CCN(c4cccc(C)n4)CC3)c(C)c2c1	-2	-1	16	10	14	-3	2	1.9
Cn1nnnc1Sc1ccc(C(=O)O)cc1[N+](=O)[O-]	-4	-2	-3	5	-6	0	-23	0.0
COc1cc(-c2ccc3oc(-c4cccc(C)c4)c(C#CC4(O)CCCCC4)c3c2)cc(OC)c1OC	-6	-11	-21	0	-8	1	-2	0.3
CSc1nc2nc(C)c(C/C=C/c3ccccc3)c(=O)n2[nH]1	-4	-2	-8	/	-2	-4	-1	0.0
CCOc1ccc(S(=O)(=O)N2CCOCC2)cc1NC(=O)C1CSC2(C)CCC(=O)N12 (centres undefined)	-9	-2	-1	0	13	5	-5	0.5
Cc1ccc(C(=O)COC(=O)CCc2ccc(S(=O)(=O)N3CCCCC3)cc2)cc1	-9	-1	-2	1	7	-6	-4	0.3
COc1ccc(N2CCN(C(c3ccccc3OC)c3nnnn3C3CCCC3)CC2)cc1 (centres undefined)	/	-6	6	17	7	/	5	0.5
CC(=O)N1CCN(S(=O)(=O)c2cccc(C(=O)NC3CCCc4ccccc43)c2)CC1 (centres undefined)	-4	2	-10	13	-10	5	0	-1.3
CCOCCc1nnc(NC(=O)Cc2ccc(Br)cc2)s1	-5	1	-9	4	-5	-1	2	1.5
COc1ccc(OC)c(C2=NOC(C(=O)Nc3cc(C)on3)C2)c1 (centres undefined)	-7	0	-8	-1	4	-10	2	0.5

Looked up above.
Reading of `CC(NC(=O)C1CCC(CNC(=O)[C@@H]2Cc3ccccc3CN2)CC1)c1ccccc1` (some centres undefined) under A3G deaminase: 6
Reading of `COc1ccc(OC)c(C2=NOC(C(=O)Nc3cc(C)on3)C2)c1` (centres undefined) under EBI2 antag: -8
Reading of `O=S(=O)(c1ccccc1F)N1CCN(c2nc(-c3cccnc3)nc3ccccc23)CC1` under MPTP inh: -1.9

The results go on.
SMILES	A3G deaminase	NR3A LBD binder	EBI2 antag	Gli-Sufu antag	CCR6 antag	APOBEC3A inh	CXCR6 block	MPTP inh
Cc1ccc(C(C)C)cc1S(=O)(=O)NC1CC(C)(C)NC(C)(C)C1	-10	-1	17	20	6	-3	-8	3.5
Cc1cc(O)cc2c1C1CCC3(C)C(O)CCC3C1C=C2 (centres undefined)	/	1	7	-19	17	/	-7	0.8
O=C(COC(=O)c1ccco1)Nc1nnc(-c2ccccc2)o1	-12	/	-8	-7	7	-2	-4	0.3
Cn1c(NC(=O)c2ccccc2F)cc(=O)n(C)c1=O	-6	-1	-1	4	4	1	10	-1.2
CN1C(=O)CC2(CC(=O)N(Cc3ccccc3)C2)C1=O (centres undefined)	-4	2	-5	1	-15	-3	-12	-0.6
O=C(NC1=NCCS1)c1sc2ccccc2c1Cl	1	2	-5	-97	6	-1	-10	1.0
CS(=O)(=O)N1CCN(C(=O)c2ccccc2)C1	-5	1	-19	5	-17	-2	2	-4.5
Cc1ccc(-c2cn(-c3ccccc3)c(SCC(=O)NC3CCS(=O)(=O)C3)n2)cc1C (centres undefined)	-8	-2	7	-69	-1	-9	-2	-0.2
CCOc1ccc(S(=O)(=O)N2CCC(C(=O)NC3CC3)CC2)cc1Cl	-7	0	1	-1	12	-1	0	-2.8
Cc1ccc(C2CC(c3ccc(Cl)cc3)=NNC2=O)cc1 (centres undefined)	-1	0	50*	-1	-9	4	0	-0.1
CCCCCCn1c(N2CCN(c3ccccc3)CC2)nc2c1c(=O)n(C)c(=O)n2C	0	6	15	22	9	1	9	8.4
Cc1ccc(NC(=S)NNc2ccc(C(=O)O)cc2[N+](=O)[O-])cc1C	8	-4	8	9	36	-2	41*	54*
CCC1Sc2ccc(S(=O)(=O)CCC(=O)NCc3ccc(C)o3)cc2NC1=O (centres undefined)	-1	-1	-6	5	9	-2	2	1.7
COCCCNc1nc2ccccc2nc1NS(=O)(=O)c1cccc(Cl)c1	-6	0	6	10	10	-1	-6	0.4
Cn1cc([N+](=O)[O-])c(C(=O)Nc2ccc(-c3nc4ccccc4[nH]3)cc2)n1	-1	19*	-2	-38	1	1	-4	1.6
COc1ccc(Nc2ccc(Cl)cc2)c(C(=O)O)c1	-2	-5	1	-5	6	0	2	0.4
CCOC(=O)N1CCN(C(=O)CSCC(=O)Nc2nc(-c3cccs3)cs2)CC1	-3	-2	0	-5	-4	1	-14	-1.7
Cc1cc[n+](-c2ccccc2)c2ccccc12	-5	-2	-5	15	-11	-8	-8	-0.9
CC(CC(=O)Nc1ccc(F)c([N+](=O)[O-])c1)c1ccccc1 (centres undefined)	-1	-5	-1	-1	7	2	6	27
NC(=O)C(CCCCN1CCCCC1)(c1ccccc1)c1ccccc1	/	3	-3	15	11	/	0	-1.6
CCOC(=O)c1[nH]cnc1C(=O)Nc1ccncc1	-10	1	-5	1	13	-5	-3	-2.1
O=c1cc(C(F)(F)F)oc2c1ccc1ccccc12	-1	1	-14	2	10	-1	5	0.0
CCc1sc(C(=O)Nc2nc(C)cs2)cc1C	-8	0	10	-101	5	-2	-3	-0.7
COc1ccc(NS(=O)(=O)c2cccc(C(=O)N3CCCC3)c2)cc1	-6	0	-4	-3	1	0	11	-0.3
Cc1ccc(OCCCC(=O)Nc2ccc(S(=O)(=O)Nc3cc(C)on3)cc2)cc1	-2	-3	-1	5	5	0	-3	-0.3
COC(=O)c1cc(S(=O)(=O)N2CCN(c3ccc(OC)cc3)CC2)cn1C	-3	0	11	-2	-1	-4	-6	1.9
Cc1ccccc1OC(C)C(=O)Nc1cccnc1 (centres undefined)	-7	1	0	-8	1	-4	-2	0.7
COc1ccc(-c2cc(C(F)F)n3ncc(C(=O)Nc4ccc(C(=O)N5CCOCC5)cc4)c3n2)cc1	-4	-2	19	25	15	1	7	0.0
O=C1c2ccccc2C(=O)C1c1ccnc2ccccc12	-4	1	-4	-37	17	3	12	-0.9

Rows were taken by chance; about 5.8% have a hit in one of these screens.
